GPR151 ag: activators of human GPR151; Q8TDV0; PathHunter beta-arrestin GPR151 cells, luminescence; activation, % at 11.2 µM; 650,000 tested, 1% active; in the data active means activation above about 4.9%;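 further: 0% = median of compound wells and 100% = cells with positive control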
Target sequence (Q8TDV0 whole entry, looked up): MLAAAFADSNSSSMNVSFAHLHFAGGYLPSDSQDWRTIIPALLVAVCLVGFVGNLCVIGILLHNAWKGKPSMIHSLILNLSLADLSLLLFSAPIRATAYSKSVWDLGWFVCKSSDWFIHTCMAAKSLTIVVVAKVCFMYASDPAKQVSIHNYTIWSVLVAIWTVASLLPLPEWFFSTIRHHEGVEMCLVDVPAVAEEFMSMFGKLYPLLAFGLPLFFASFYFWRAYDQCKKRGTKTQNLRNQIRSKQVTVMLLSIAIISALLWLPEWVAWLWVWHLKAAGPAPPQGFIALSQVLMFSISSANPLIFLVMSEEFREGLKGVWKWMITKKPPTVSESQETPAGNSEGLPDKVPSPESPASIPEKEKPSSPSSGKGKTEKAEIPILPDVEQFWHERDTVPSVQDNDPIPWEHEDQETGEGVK
FBW7 activator: activators of human E3 ligase FBW7; Q969H0; 650,000 tested, 0.13% active; AlphaScreen FBW7–phospho-cyclin E peptide binding, activator screen; normalized activity (activation), % at 26.1 µM; AID 1259310; in the data active means normalized activity above about 1.9%;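 further: purified mutant Fbw7 with reduced substrate affinity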
Target sequence (Q969H0 whole entry, looked up): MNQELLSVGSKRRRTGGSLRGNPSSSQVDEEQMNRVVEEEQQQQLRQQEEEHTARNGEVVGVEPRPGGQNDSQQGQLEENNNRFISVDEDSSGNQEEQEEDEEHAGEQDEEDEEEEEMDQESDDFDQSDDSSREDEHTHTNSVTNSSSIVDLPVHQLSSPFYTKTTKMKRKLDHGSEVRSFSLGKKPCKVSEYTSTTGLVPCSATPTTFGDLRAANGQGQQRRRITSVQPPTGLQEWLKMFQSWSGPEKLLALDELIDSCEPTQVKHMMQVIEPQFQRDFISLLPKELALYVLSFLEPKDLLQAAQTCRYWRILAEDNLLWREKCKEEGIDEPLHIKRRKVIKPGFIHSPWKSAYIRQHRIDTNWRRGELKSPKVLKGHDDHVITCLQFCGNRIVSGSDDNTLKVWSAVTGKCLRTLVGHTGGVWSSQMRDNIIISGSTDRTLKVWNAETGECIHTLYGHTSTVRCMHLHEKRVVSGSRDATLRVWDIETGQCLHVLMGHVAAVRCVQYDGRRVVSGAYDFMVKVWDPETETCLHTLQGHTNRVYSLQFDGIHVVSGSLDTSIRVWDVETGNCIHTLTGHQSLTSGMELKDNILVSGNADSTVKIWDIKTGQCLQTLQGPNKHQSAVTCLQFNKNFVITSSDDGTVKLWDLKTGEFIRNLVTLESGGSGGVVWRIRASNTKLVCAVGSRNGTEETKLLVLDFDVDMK
MITF primary: inhibitors of human MITF; O75030; AlphaScreen MITF homodimerization, bead proximity signal; inhibition, % at 2.6 µM; 650,000 tested, 0.91% active; in the data active means inhibition above about 50%;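 further: 0% = vehicle wells with protein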
TEAD-YAP block: TEAD-YAP interaction inhibition; AID 1259422; HEK-TIYL cells, TEAD-Gal4/YAP UAS-luciferase luminescence; 640,000 tested, 1.4% active; inhibition, % at 9.12 µM; in the data active means inhibition above about 32%;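 further: 0% = median of test compound wells and 100% = reference inhibitor wells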
Active calls of the source: *.

SMILES | GPR151 ag | FBW7 activator | MITF primary | TEAD-YAP block
Cc1cc(C)c2nc3s/c(=C\c4cc([N+](=O)[O-])ccc4OCc4ccc(Cl)cc4Cl)c(=O)n3c2c1 | 0.2 | -0.1 | 17.2 | 2.9
O=C(NCCCN1CCOCC1)c1ccccc1Cl | -0.4 | 0.0 | -7.5 | 2.7
CCn1cnc2sc(C(=O)Oc3ccc(OC)cc3)c(C)c2c1=O | -0.1 | -0.2 | -5.4 | 2.9
CCOC(=O)c1c(C)oc2c(Br)cc(NS(=O)(=O)c3ccccc3)cc12 | 2.5 | 0.2 | 17.0 | 1.4
COC(=O)c1cc(-c2ccccc2)sc1NC(=O)CN1CC(C)OC(C)C1 (stereo unspecified) | -1.5 | 0.1 | -18.4 | -5.3
O=C(CSc1ccccc1)Nc1nc(-c2cccs2)cs1 | -0.4 | -0.1 | 3.8 | -5.8
O=C(O)CCCCCN1C(=O)/C(=C/c2ccccc2[N+](=O)[O-])SC1=S | -0.8 | 0.0 | -0.8 | 5.1
CS(=O)(=O)Nc1ccc(-c2cncc(Nc3cccnc3)c2)cc1 | -0.5 | -0.4 | 3.0 | -8.1
COc1ccc(CN2CCN(Cc3c[nH]c4ccccc34)CC2)c(OC)c1OC | -0.3 | -0.1 | 61.6* | 2.7
CSc1cccc(NS(=O)(=O)c2ccc(F)cc2)c1 | -0.5 | 0.0 | -18.4 | -5.1
COc1cccc(-c2ccc(NC(=O)C3CCCN(C(=O)c4cc(C)on4)C3)cc2)c1 (stereo unspecified) | 0.2 | -0.1 | -11.3 | 8.3
CC(C)(C)NC(=O)c1cccc(NC(=O)c2cccc(O)c2)c1 | -1.0 | 0.3 | 14.2 | 34.1*
O=C1[C@@H]2CCCN2C(=O)[C@H]2CN(Cc3cnn(-c4cccc(Cl)c4)c3)CCN12 | -0.2 | -0.2 | -2.4 | 4.0
O=C(CSc1ncccn1)N1CCOc2ccc(C3=CCCCC3)cc2C1 | 0.8 | 0.1 | 3.0 | -5.3
c1coc(CN(Cc2nnnn2C2CCCC2)CC2CCCO2)c1 (stereo unspecified) | -0.4 | 0.1 | 1.6 | 1.1
COc1cccc(C(=O)NNC(=O)COc2ccc(C)cc2Br)c1 | -0.3 | 0.0 | 9.1 | -8.2
Cc1ccc(S(=O)(=O)CC(=O)N2CCCCCC2)cc1 | -0.9 | 0.8 | 14.8 | -11.8
COc1ccc(C(=O)c2ccc(N3CCN(C(=O)c4ccc(F)cc4)CC3)c(F)c2)cc1Br | -0.7 | 0.0 | -1.5 | 12.2
Cc1nc(NC2CCN(Cc3ccccc3)CC2)c2c(C)c(C)sc2n1 | -0.6 | 0.8 | 11.5 | 8.7
COc1ccc(C2=NOC(C(=O)N3C(C)CCCC3C)C2)cc1 (stereo unspecified) | -0.5 | 0.0 | 1.0 | -27.1
CCN1C(=O)/C(=C/c2cc3c(cc2[N+](=O)[O-])OCO3)C(=O)NC1=S | 2.2 | -0.3 | 74.4* | 3.2
CCn1cc(CN2CCCC(C(=O)Nc3ccc(-c4ccn[nH]4)cc3)C2)c(C)n1 (stereo unspecified) | -0.2 | 0.0 | -12.7 | -0.9
CC(NC(=O)Nc1ccccc1)c1ccccc1 (stereo unspecified) | -0.5 | 0.1 | -6.8 | 0.8
CCn1c(N2CCC(C(=O)NCCCN3CCCC3=O)CC2)nc2ccccc21 | -1.0 | -0.2 | -4.4 | -3.7

Sorted by SMILES length (largest number first): 3 of the compounds above
SMILES | GPR151 ag | FBW7 activator | MITF primary | TEAD-YAP block
COc1ccc(C(=O)c2ccc(N3CCN(C(=O)c4ccc(F)cc4)CC3)c(F)c2)cc1Br | -0.7 | 0.0 | -1.5 | 12.2
CCn1cc(CN2CCCC(C(=O)Nc3ccc(-c4ccn[nH]4)cc3)C2)c(C)n1 (stereo unspecified) | -0.2 | 0.0 | -12.7 | -0.9
Cc1nc(NC2CCN(Cc3ccccc3)CC2)c2c(C)c(C)sc2n1 | -0.6 | 0.8 | 11.5 | 8.7

Going on with the list:
SMILES | GPR151 ag | FBW7 activator | MITF primary | TEAD-YAP block
O=C(CSc1nc2ccsc2c(=O)n1Cc1ccc2c(c1)OCO2)NCCc1ccccc1 | -0.4 | -0.1 | 6.9 | -5.5
NCCCC[C@@H]1NC(=O)[C@H]2CN(Cc3cccs3)CCN2C1=O | 0.3 | 0.0 | 3.7 | 11.3
CCNC(=O)N1CCN(c2nccnc2NS(=O)(=O)c2ccc(C(C)(C)C)cc2)CC1 | 0.7 | 0.3 | 27.4 | 7.1
NC(=O)c1nc(-c2cccc(F)c2)nc2c1[nH]c(=O)n2C1CCCCC1 | -0.9 | 0.1 | 7.0 | 12.0
N#Cc1c(Nc2ccccc2C(N)=O)ccnc1Nc1ccc(N2CCOCC2)cc1 | -0.6 | 1.3 | 36.7 | -13.4
COc1cc(Nc2cc(N3CCCC(C)C3)c3noc4c3c2C(=O)c2ccccc2-4)cc(OC)c1OC (stereo unspecified) | 0.1 | -0.5 | 14.0 | 3.4
O=C(Nc1ccccc1F)N1CCC(CO)(Cc2ccc(Cl)cc2)CC1 | 1.6 | 0.2 | 0.3 | 1.2
CCOc1ccc(C2C(C#N)=C(N)N(c3cccc(C)c3)C3=C2C(=O)CCC3)cc1 (stereo unspecified) | -0.4 | -0.2 | 6.4 | -17.1
COc1ccc(S(=O)(=O)NCCSCc2ccco2)c(Cl)c1Cl | -0.6 | -0.1 | -6.2 | -5.7
CCOC(=O)Cc1ccc(N(Cc2cccs2)S(=O)(=O)c2ccc(C(C)C)cc2)cc1 | -0.3 | 0.1 | 1.5 | 2.5
COC(=O)c1ccccc1NC(=O)c1ccc(C)c(I)c1 | 2.2 | -0.2 | -1.7 | 5.9
CC(OCC(O)CN1CCN(c2ccccc2[N+](=O)[O-])CC1)c1ccc(Cl)cc1 (stereo unspecified) | 2.2 | -0.2 | 44.3 | -1.3
COc1ccc(-c2cnnc(NCCc3cccnc3)n2)cc1 | -0.9 | -0.2 | 2.2 | -7.1
Cc1[nH]c2ccccc2c1CC(=O)N1CCC[C@@H]2CN(S(=O)(=O)C(C)C)CC[C@H]21 | -0.9 | 0.1 | 2.7 | -4.4
Cc1cnc(Nc2ccc(N3CCOCC3)cc2)nc1NCc1cccnc1 | 0.0 | -0.3 | 8.1 | -9.2
COc1cc(OC)cc(C(=O)N2CCN(C(=O)c3cccc(Cl)c3)CC2)c1 | 0.2 | 1.0 | 10.7 | 1.5
COc1ccc2c(c1)NC1(CCN(C(=O)CCn3ncc4ccccc43)CC1)c1cccn1-2 | 0.6 | -0.2 | 8.2 | 9.5
O=C(O)c1n[nH]c2c1CCC2 | 1.7 | 0.1 | 2.6 | -0.9
O=C(c1ccccc1F)N1CCN=C1SCc1cccnc1 | -0.5 | 0.1 | 6.4 | 0.1
CCSC1=N/C(=C2\C=Cc3ccccc3N2CC)C(=O)S1 | -2.8 | 0.0 | 10.4 | -0.8
Nc1cc(=O)[nH]c(SCc2cccc3ccccc23)n1 | 2.0 | 0.0 | -14.4 | -6.8
CCCCn1c(CNC(=O)COc2ccc(Cl)cc2)nnc1SCC(=O)Nc1sc(C(=O)OCC)c(C)c1C(=O)OCC | 2.6 | 0.0 | 0.0 | 8.2
CCCCSc1nnc2n(C)c(=O)c3c(n12)-c1ccccc1CC31CCCCC1 | 0.7 | 0.5 | 2.6 | 2.9
CCOC(=O)N1CCN(C(=O)c2cccn3c(=O)c4ccc(Cl)cc4nc23)CC1 | -0.1 | -0.3 | -3.1 | -6.7
Clc1ccc(OCC#CCNCC2CCCO2)cc1 (stereo unspecified) | 4.4 | -0.1 | -3.1 | -1.1
COc1ccc(-c2nnc(SCC(=O)NC3CCCC3)nc2-c2ccc(OC)c(OC)c2)cc1OC | -1.6 | 0.0 | 16.3 | -0.1
Cc1ccc(S(=O)(=O)N/N=C/c2ccc(C#N)cc2)cc1 | 1.4 | 0.1 | 10.7 | 7.8
COc1cc(OC)cc(C(=O)NCc2nnc(SCC(=O)N3N=C(c4cccs4)CC3c3ccc(F)cc3)n2-c2cccc(C)c2)c1 (stereo unspecified) | 0.3 | 0.0 | -10.6 | 0.7
CC(Sc1ccc(Cl)cc1)C(=O)Nc1ccc(C(N)=O)cc1 (stereo unspecified) | 0.8 | 0.1 | -5.7 | -6.9
OCCC1CN(Cc2cccc3nonc23)CCN1CC1CCCCC1 (stereo unspecified) | -1.6 | 0.1 | 2.4 | 3.4
COc1cc(OC)cc(-c2nc3nc(C)c(CCC(=O)NC(C)C)c(C)n3n2)c1 | 2.0 | -0.2 | -3.7 | 1.0
CCOC(=O)Cc1csc(SCc2cc(=O)n3cc(Br)ccc3n2)n1 | 0.1 | -0.1 | 3.8 | -5.6
CCOC(=O)c1cc(C(=O)NN)c(C)nc1C | -0.9 | 0.1 | -7.2 | -2.2
Cc1cc(C(C)(C)C)ccc1OCCOCCn1ccnc1 | 3.0 | -0.1 | 48.0 | 0.1
COc1cccc(CC(=O)Nc2cnc3cnc(-c4cccc(NC(C)=O)c4)cn23)c1 | 0.5 | -0.1 | -6.9 | 7.8
O=C(Nc1ccc(-c2nc3ccccc3o2)cc1)c1cncc(Br)c1 | -0.6 | 0.2 | 14.8 | -5.9
Cc1c(N=Cc2cccc([N+](=O)[O-])c2O)c(=O)n(-c2ccccc2)n1C | 0.4 | 0.6 | 0.3 | -2.7
Cn1c(/C=C(/OC(=O)c2ccccc2)c2ccccc2)nc2ccccc21 | -1.6 | 0.1 | 3.2 | 3.4
CCN(CC)S(=O)(=O)c1cc(C(C)C)ccc1OC | -0.3 | -0.1 | -14.0 | -1.6
CCc1ccccc1N(C)C(=O)c1cccc(NC(=O)[C@H]2[C@@H]3C[C@@H]4[C@H]2C(=O)O[C@@H]4C3)c1 | -1.2 | 0.7 | 13.7 | 13.8
O=C(Nc1ccc(Cl)c(C(F)(F)F)c1)c1cnn2c(C(F)(F)F)cc(-c3ccco3)nc12 | -0.5 | 0.0 | -2.5 | -5.7
Cc1nn(-c2ccccc2)c(C)c1/C=N/Nc1nnc(C)c(=O)[nH]1 | -1.1 | -0.5 | 7.1 | -24.1
COc1ccc(-n2ncc3c(Nc4ccc(Oc5ccccc5)cc4)ncnc32)cc1 | -0.5 | -0.1 | -3.6 | 2.8
CCOC(=O)c1cocc1C(=O)NC(C)c1ccccc1 (stereo unspecified) | 1.3 | -0.1 | 0.3 | 7.0
CCN(c1cccc(C)c1)C(C(=O)Nc1ccc(OC)cc1)c1cc2c(cc1[N+](=O)[O-])OCO2 (stereo unspecified) | -1.0 | -0.1 | 8.8 | 7.7
CCc1nn2c(=O)cc(CSc3nc(C)cc(=O)[nH]3)nc2s1 | -0.2 | 0.1 | 3.7 | -7.0
COc1ccc(C(=O)NC(=S)Nc2ccc(C(C)=O)cc2)cc1 | 1.4 | 0.0 | -6.7 | -4.4
O=C(Nc1ccc(C(=O)O)cc1)Nc1cccc([N+](=O)[O-])c1 | -1.0 | -0.1 | -5.9 | -3.5

Entries of single compounds from above:
`CSc1cccc(NS(=O)(=O)c2ccc(F)cc2)c1` in the list: GPR151 ag = -0.5; FBW7 activator = 0.0; MITF primary = -18.4; TEAD-YAP block = -5.1
`O=C(CSc1ncccn1)N1CCOc2ccc(C3=CCCCC3)cc2C1` in the list: GPR151 ag = 0.8; FBW7 activator = 0.1; MITF primary = 3.0; TEAD-YAP block = -5.3

Next section:
SMILES | GPR151 ag | FBW7 activator | MITF primary | TEAD-YAP block
COc1ccc(Oc2ccc(N3C(=O)C4C5C=CC(C6CC56)C4C3=O)cc2)cc1 (stereo unspecified) | 0.7 | -0.1 | 6.2 | 5.6
CC(C)c1cc(C(=O)O)n(-c2ccccc2)n1 | 0.1 | -0.1 | -1.2 | -4.5
CCOc1ccc(NC(=O)CSc2nc3ccsc3c(=O)n2CCC(=O)O)cc1 | 1.6 | -0.1 | 2.0 | 12.6
C/C(=N\NC(=O)c1n[nH]c2c1CCCC2)c1ccc(Br)cc1 | 0.5 | 0.0 | 0.2 | 29.2
CC(C)(C)CN1CCNC(=O)C1CC(=O)N1CCN(C2CCCC2)CC1 (stereo unspecified) | 0.9 | 0.1 | -5.8 | 4.0
O=C(Nc1ccc(C(F)(F)F)cc1)c1cc(S(=O)(=O)N2CCN(c3ccccc3)CC2)ccc1F | 0.7 | -0.1 | 4.9 | -12.7
O=c1c[n+]([O-])c2ccccc2n1OCc1c(F)cccc1F | 2.8 | 0.0 | -18.1 | -1.6
COc1ccc(-c2c(C#N)c(N)nc3c2CCCCC3)c(OC)c1 | 0.8 | 0.0 | 14.2 | -5.7
CCN(C(=O)Cc1nc(N)n[nH]1)C1(C(=O)Nc2ccc(OC)cc2)CCCCC1 | -0.4 | -0.6 | 47.4 | 0.8
CCCOc1cccc(C2c3c(oc4cc(C)c(C)cc4c3=O)C(=O)N2CCCN(C)C)c1 (stereo unspecified) | 0.6 | -0.5 | 6.3 | 6.9
O=C(c1cccnc1)C1CCN(C(=O)c2ccc(Br)s2)CC1 | 0.2 | -0.1 | 5.9 | 6.0
CCOc1ccc(CNCc2c(C(=O)O)c(C)n(Cc3cccc(Cl)c3)c2C)cc1 | -0.5 | 0.0 | 10.5 | 10.0
CC1CCC2C(=O)N(c3ccc(C(=O)Nc4ccc(Cl)cc4)cc3)C(=O)C2C1 (stereo unspecified) | 2.0 | 0.0 | -12.7 | 1.9
O=C(CCCn1c(=S)[nH]c2cc3c(cc2c1=O)OCO3)N1CCN(C(=O)c2ccco2)CC1 | 0.4 | 0.0 | -7.4 | 7.0
CC1=CC(=O)C=C/C1=N/OS(=O)(=O)c1ccc(C)cc1 | -1.0 | -0.2 | 12.2 | 8.1
O=C(NCC(c1ccco1)S(=O)(=O)c1cccs1)c1ccco1 (stereo unspecified) | -0.2 | 1.0 | 20.9 | -1.3
Nc1nc2c3cccc4cccc(c(=O)n2n1)c43 | 0.9 | -0.1 | 0.1 | -16.9

From PubChem BioAssay
